Rev-erbA mod = modulates human Rev-erb alpha binding to DNA; activity, % at 10 µM; 370,000 tested, 0.79% active; Rev-erbα–FITC-DNA binding, fluorescence polarization, 90 min; P20393;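 active means activity above about 14%, limit read from the data; passing the limit was not always enough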;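 further: 0% = DMSO wells with 35 nM protein and 100% = DMSO wells with 750 nM protein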
HTRA1 inhibitor = HTRA1 (human) protease inhibition; Q92743; 340,000 tested, 0.5% active; AID 504803; recombinant HTRA1, FP-rhodamine activity-based probe, fluorescence polarization; inhibition, % at 5.96 µM; in the data active means inhibition above about 36%;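 further: 0% = enzyme with DMSO and 100% = wells lacking enzyme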
SIAE inh = inhibitors of human sialic acid acetylesterase SIAE; Q9HAT2; inhibition, % at 9.66 µM; SIAE FP-Rh probe binding, fluorescence polarization; 370,000 tested, 0.69% active; AID 1053197;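 active means inhibition above a cutoff: mean of compounds within the control limits plus 3 SD of those, cut at about 17% in these data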;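 further: 0% = plate median of compound wells and 100% = probe without SIAE protein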
PRMT1 inh = inhibitors of human PRMT1. Q99873. recombinant PRMT1, activity-based probe fluorescence polarization. inhibition, % at 2.79 µM. 370,000 tested, 1.3% active. AID 652257;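 active means inhibition above about 21% made by adding two undisclosed values, limit read from the data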
Target sequence (Q99873 whole entry, looked up): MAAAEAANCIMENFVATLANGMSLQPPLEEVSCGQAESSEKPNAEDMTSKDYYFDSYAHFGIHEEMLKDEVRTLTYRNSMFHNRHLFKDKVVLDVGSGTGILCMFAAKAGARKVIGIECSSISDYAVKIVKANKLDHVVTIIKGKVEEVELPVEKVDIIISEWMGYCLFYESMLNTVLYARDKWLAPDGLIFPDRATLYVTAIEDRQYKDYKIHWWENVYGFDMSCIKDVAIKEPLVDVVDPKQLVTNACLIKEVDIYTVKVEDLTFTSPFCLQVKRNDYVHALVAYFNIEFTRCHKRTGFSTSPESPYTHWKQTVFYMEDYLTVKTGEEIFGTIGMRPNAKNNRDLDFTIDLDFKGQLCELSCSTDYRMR
PG9 Ab binder = binds the HIV-1 gp120 antibody PG9. TR-FRET gp120-PG9 antibody binding. inhibition, % at 6.7 µM. 360,000 tested, 0.43% active; in the data active means inhibition above about 8.5%
LEDGF integ inh = blocks HIV-1 LEDGF/p75-dependent DNA integration; TR-FRET IN-LEDGF/p75 DNA integration, Eu/Cy5; inhibition, % at 3.7 µM; 370,000 tested, 0.64% active; AID 743269;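 active means inhibition above the screen-wide mean plus 3 SD, cut at about 13% in these data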;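 further: signal is the Cy5 over europium emission ratio at 671 and 618 nm; 0% = plate median of compound wells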
TCR CD3 inh = inhibitors of human TCR-CD3 interaction | AID 651800 | 360,000 tested, 0.37% active | TAMRA-labeled TCR probe fluorescence, biochemical | inhibition, % at 9.4 µM; in the data active means inhibition above about 19%;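 further: recombinant mutant TCR 2C K166C tagged with TAMRA read by polarization; 0% = receptor in buffer alone and 100% = receptor with positive control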
TDP2 inh = blocks human TDP2 phosphodiesterase activity; 370,000 tested, 0.34% active; O95551; AID 720702; recombinant TDP2, T5PNP hydrolysis, p-nitrophenol absorbance 415 nm; inhibition, % at 12.8 µM;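 active means inhibition above the mean of all tested compounds plus 3 SD, set per campaign, cut at about 25% in these data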;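 further: 0% = DMSO with enzyme and 100% = buffer with substrate but no TDP2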
Target sequence (O95551 whole entry, looked up): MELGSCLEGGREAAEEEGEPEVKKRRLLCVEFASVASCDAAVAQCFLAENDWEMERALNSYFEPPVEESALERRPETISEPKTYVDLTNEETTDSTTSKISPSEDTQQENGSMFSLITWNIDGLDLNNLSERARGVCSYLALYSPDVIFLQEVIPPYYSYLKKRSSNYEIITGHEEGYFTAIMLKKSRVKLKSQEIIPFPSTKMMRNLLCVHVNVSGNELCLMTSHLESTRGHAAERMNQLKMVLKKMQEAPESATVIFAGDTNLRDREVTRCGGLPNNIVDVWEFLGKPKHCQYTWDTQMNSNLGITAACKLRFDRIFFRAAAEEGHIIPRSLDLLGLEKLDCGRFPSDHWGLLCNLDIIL
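Assay system: Recombinant human TDP2 | Quantity: 120 nM TDP2 per well | Incubation: 2 h at 37 °C | Signal: Epi absorbance | Evaluation: Percent inhibition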
rCAG binder = binds r(CAG) RNA repeats | 370,000 tested, 1.3% active | inhibition, % at 3 µM | AID 651821 | r(CAG) RNA repeat, TO-PRO-1 dye displacement fluorescence;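 active means inhibition above the plate cutoff, the mean of all test compounds on that plate plus 3 SD, cut at about 35% in these data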;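 further: 0% = DMSO alone and 100% = 100 µM mitoxantrone as full dye displacement; higher means more dye released from RNA so lower well fluorescence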
mABHD4 FP = ABHD4 (mouse) inhibition, primary FP screen; Q8VD66; purified mABHD4, FP-Rh probe fluorescence polarization; inhibition, % at 8.92 µM; 370,000 tested, 0.54% active;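 active means inhibition exceeding the mean over every tested compound plus 3 SD, cut at about 30% in these data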;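 further: 0% = plate median of compound wells and 100% = S159A mutant with DMSO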
Target sequence (Q8VD66 whole entry, looked up): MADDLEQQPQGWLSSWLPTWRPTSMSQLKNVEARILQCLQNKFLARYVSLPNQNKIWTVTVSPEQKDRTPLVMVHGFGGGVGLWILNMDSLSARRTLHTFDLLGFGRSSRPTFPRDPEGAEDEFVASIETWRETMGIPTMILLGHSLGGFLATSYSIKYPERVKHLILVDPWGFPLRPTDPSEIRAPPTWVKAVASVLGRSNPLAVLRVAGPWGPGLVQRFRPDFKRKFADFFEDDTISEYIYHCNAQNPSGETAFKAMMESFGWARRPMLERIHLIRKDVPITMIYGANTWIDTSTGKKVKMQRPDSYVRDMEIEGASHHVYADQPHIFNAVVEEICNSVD
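Test system: mABHD4 protein; Read-out basis: % inhibition; Incubation: 45 min + 60 min at 25 °C; Repeats: single replicate; Technique: fluorescence polarization with parallel and perpendicular emission, 525/598 nm; Compound: 8.92 µM, single dose; Benchmarks: full inhibition S159A mutant plus DMSO, zero as sample-well median.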
* marks the source's active call; other numbers are inactive results; · = no result given. Only part of the results is shown; count on the stated rates, not on these rows.

Sequence of screens: Rev-erbA mod | HTRA1 inhibitor | SIAE inh | PRMT1 inh | PG9 Ab binder | LEDGF integ inh | TCR CD3 inh | TDP2 inh | rCAG binder | mABHD4 FP
- CCn1c(SCC(=O)Nc2ccc(Br)cc2)nc2sc3c(c2c1=O)CCN(C)C3
 : -1 | -17 | -14 | 6 | 1.1 | 2 | 4 | 5 | 26 | -11
- CCOC(=O)C1CCCN(CC(=O)Nc2cccc(C(C)=O)c2)C1 (stereo unspecified)
 : 0 | 1 | 2 | 1 | 4.1 | 1 | -5 | -3 | -4 | 11
- CC(C)(C)c1csc(Sc2ccc([N+](=O)[O-])cn2)n1
 : 1 | -2 | -2 | -4 | -0.6 | 6 | 5 | 5 | -2 | -7
- COc1ccc(OCc2cc(C(=O)NCC3CCOCC3)no2)c(Cl)c1
 : 4 | 0 | -6 | 12 | -0.6 | -8 | -6 | -23 | 3 | -12
- COc1ccc(C(CNC(=O)c2ccc(C)c(S(=O)(=O)N3CCOCC3)c2)N2CCCC2)cc1 (stereo unspecified)
 : -1 | 3 | -2 | 9 | -0.5 | -5 | -4 | -2 | 5 | -8
- CC(C)CNC(=S)NC1CC2CCC(C1)N2Cc1ccccc1 (stereo unspecified)
 : -2 | 4 | -2 | -2 | -0.6 | 7 | -10 | -24 | 2 | -8
- O=C(CCC1CC(=O)Nc2ccccc21)NCc1cccnc1 (stereo unspecified)
 : -5 | 5 | -1 | 5 | 0.9 | 1 | 0 | 5 | 4 | -1
- COc1cc(/C=C2\C(=N)N3N=C(S(C)(=O)=O)SC3=NC2=O)cc(OC)c1OCCOc1cccc(C)c1
 : -7 | -23 | -18 | 0 | -0.1 | 3 | 6 | 13 | 51* | 17
- O=S(=O)(Nc1ccccc1Cl)c1ccc(-c2ccccn2)s1
 : 1 | 0 | 1 | -2 | 1.1 | -3 | 11 | 3 | 15 | -1
- COC(=O)C(Cc1cnc(Cl)s1)(C(=O)OC)c1ccccc1[N+](=O)[O-]
 : 1 | -9 | -5 | 0 | 1.3 | 1 | -2 | -1 | -7 | 2
- Cn1cccc1CC(=O)N/N=C/c1ccco1
 : 3 | · | 3 | 2 | 0.2 | 5 | 13 | 0 | 5 | 0
- CC(=O)c1ccc2c3c(cccc13)C(=O)N(c1c(C)nn(C)c1C)C2=O
 : 1 | -2 | 2 | 1 | 1.8 | -2 | 8 | 14 | -2 | 4
- O=C(NCCO)C(=O)c1c(-c2ccccc2)cc2ccccn12
 : -6 | 7 | 3 | 2 | -0.5 | -1 | -6 | -5 | -3 | -1
- O=C(NCc1ccccc1)C(=O)NCC1COc2ccccc2O1 (stereo unspecified)
 : 1 | 3 | 1 | 1 | -2.5 | -2 | 1 | -3 | -3 | -5
- COc1ccc(C(=O)C2(C(=O)NC3CCCC3)CC(c3ccccc3C(F)(F)F)=NO2)cc1 (stereo unspecified)
 : 4 | · | 5 | -4 | · | 0 | · | 11 | -1 | 5

As entered above.
COc1ccc(C(CNC(=O)c2ccc(C)c(S(=O)(=O)N3CCOCC3)c2)N2CCCC2)cc1 (stereo unspecified) @ Rev-erbA mod: -1
COc1ccc(OCc2cc(C(=O)NCC3CCOCC3)no2)c(Cl)c1 @ HTRA1 inhibitor: 0

6 records picked at random from those above:
Sequence of screens: Rev-erbA mod | HTRA1 inhibitor | SIAE inh | PRMT1 inh | PG9 Ab binder | LEDGF integ inh | TCR CD3 inh | TDP2 inh | rCAG binder | mABHD4 FP
- CC(C)(C)c1csc(Sc2ccc([N+](=O)[O-])cn2)n1
 : 1 | -2 | -2 | -4 | -0.6 | 6 | 5 | 5 | -2 | -7
- O=C(CCC1CC(=O)Nc2ccccc21)NCc1cccnc1 (stereo unspecified)
 : -5 | 5 | -1 | 5 | 0.9 | 1 | 0 | 5 | 4 | -1
- O=C(NCCO)C(=O)c1c(-c2ccccc2)cc2ccccn12
 : -6 | 7 | 3 | 2 | -0.5 | -1 | -6 | -5 | -3 | -1
- COc1cc(/C=C2\C(=N)N3N=C(S(C)(=O)=O)SC3=NC2=O)cc(OC)c1OCCOc1cccc(C)c1
 : -7 | -23 | -18 | 0 | -0.1 | 3 | 6 | 13 | 51* | 17
- CCn1c(SCC(=O)Nc2ccc(Br)cc2)nc2sc3c(c2c1=O)CCN(C)C3
 : -1 | -17 | -14 | 6 | 1.1 | 2 | 4 | 5 | 26 | -11
- O=S(=O)(Nc1ccccc1Cl)c1ccc(-c2ccccn2)s1
 : 1 | 0 | 1 | -2 | 1.1 | -3 | 11 | 3 | 15 | -1

(further entries)
Sequence of screens: Rev-erbA mod | HTRA1 inhibitor | SIAE inh | PRMT1 inh | PG9 Ab binder | LEDGF integ inh | TCR CD3 inh | TDP2 inh | rCAG binder | mABHD4 FP
- COc1ccc(NC(=O)C2CCC(N3C(=O)C4CCCCC4C3=O)CC2)cc1 (stereo unspecified)
 : -2 | 8 | 5 | 1 | -0.7 | 3 | 8 | 14 | -3 | 9
- N=c1c(S(=O)(=O)c2ccc(Br)cc2)cc2c(=O)n3ccccc3nc2n1C1CCCC1
 : -2 | -7 | -7 | -3 | 1.4 | -1 | -4 | -8 | 7 | 5
- CCOC(=O)c1c(C)sc2c1N(C(C)=O)c1cc(Cl)ccc1S2
 : 9 | -12 | -6 | -2 | -1.0 | 0 | 2 | 1 | -10 | -19
- COC(=O)c1cc2c(ccn2C)n1C
 : 5 | 3 | 4 | 8 | -1.3 | -2 | -2 | 0 | 0 | 1
- CCCNC(=O)N[C@H]1CC[C@@H](CCn2cc(-c3cccc(F)c3)nn2)O[C@@H]1CO
 : -4 | · | -4 | 2 | 0.9 | -1 | 4 | -1 | 0 | 1
- Cc1ccc(S(=O)(=O)NCC(=O)N(CC(=O)NCC2CCCO2)Cc2ccc(Cl)cc2)cc1 (stereo unspecified)
 : 1 | 2 | 11 | 0 | -2.0 | 9 | -2 | -8 | -4 | -7
- NC(=O)Nc1ccc(C(=O)OCC(=O)N2CCc3ccccc3C2)cc1
 : -1 | -1 | -4 | 1 | 0.1 | -8 | -7 | -1 | 6 | -2
- c1ccc2[nH]c(NCCCN3CCOCC3)nc2c1
 : 4 | 1 | 0 | -3 | 2.1 | -5 | 8 | -3 | 0 | 1
- CC(=O)c1cccc(-c2ccnc3c2CC(C(=O)Nc2ccc(Cl)cc2)O3)c1 (stereo unspecified)
 : -5 | · | -8 | -3 | -2.8 | 2 | -2 | -5 | 0 | -12
- N#Cc1cn(N2CCCCC2)c(=O)[nH]c1=O
 : 1 | 4 | 1 | 9 | 0.0 | -9 | -3 | -2 | 0 | 0
- Cc1cccc(C)c1OCC(O)CN1CCN(C(=O)c2ccccc2)CC1 (stereo unspecified)
 : -12 | 3 | 6 | 0 | -0.8 | -1 | 7 | 16 | 0 | 2
- Cc1cc(NC(=O)COC(=O)c2cc([N+](=O)[O-])ccc2N2CCOCC2)ccc1Br
 : 6 | -39 | -32 | -4 | 0.8 | 0 | -7 | -19 | 10 | -26
- CCOCCCNCc1ccc(OC)cc1
 : 4 | 5 | -1 | -1 | -0.6 | 0 | -1 | 12 | 2 | 8
- Cc1ccc(S(=O)(=O)NCCC(=O)NC(C)CCc2ccccc2)cc1 (stereo unspecified)
 : 0 | 0 | -2 | 4 | -0.1 | -2 | -5 | -3 | -6 | 3
- CN(CC(=O)NC(=O)NCc1ccccc1)CC(=O)Nc1ccc(Cl)c(Cl)c1
 : 0 | -30 | -5 | 2 | 0.2 | -6 | -9 | -7 | 3 | -17

Sequence of screens: Rev-erbA mod | HTRA1 inhibitor | SIAE inh | PRMT1 inh | PG9 Ab binder | LEDGF integ inh | TCR CD3 inh | TDP2 inh | rCAG binder | mABHD4 FP
- CCOC(=O)c1[nH]c2ccccc2c1NC(=O)CCN1CCN(C(=O)OCC)CC1
 : 3 | -1 | 5 | -2 | 0.3 | -2 | 1 | -1 | -6 | -6
- CCN(CC)CCn1c2c(c(SCC(=O)NCc3ccccc3)nc1=O)CCC2
 : -6 | -2 | 0 | -4 | -1.7 | 3 | 7 | 6 | -8 | -2
- CCN(CC)C(=O)CN1CCC(n2c(C)nc3cc(C(F)(F)F)ccc32)CC1
 : -7 | 1 | -3 | 4 | 0.8 | 0 | 7 | 2 | -17 | 5
- O=C(CCc1ccccc1)NCCS(=O)(=O)N1CCN(c2ccccc2)CC1
 : 1 | -4 | -6 | 3 | 0.2 | 0 | 2 | 3 | -6 | -2
- CCOc1ccc(N(CC(=O)NC2CCCC2)S(=O)(=O)c2ccccc2)cc1
 : -2 | 6 | 0 | 3 | -0.7 | 1 | 1 | 24 | -1 | 3
- COC(=O)c1ccc(C23CC4(C2)[C@H](CN(C)[C@@H]4c2ccccc2)C3c2ccccc2)cc1 (stereo partly specified)
 : -1 | -25 | 6 | -1 | 0.9 | -1 | 4 | 0 | -2 | 4
- Cc1c(CCOC(=O)C23CC4CC(CC(C4)C2)C3)sc[n+]1Cc1ccccc1
 : -2 | 5 | 3 | -1 | -2.3 | -1 | 2 | 1 | 0 | 2
- COc1ccc(NC(=O)C(c2cc3c(cc2[N+](=O)[O-])OCO3)N2CCN(C=O)CC2)cc1 (stereo unspecified)
 : -3 | 5 | 9 | -2 | 0.7 | 5 | 2 | 9 | 4 | 31*
- Cc1ccc(F)cc1NC(=O)c1ccc(NS(=O)(=O)c2ccc(Br)s2)cc1
 : 2 | -11 | 7 | 0 | -0.9 | 0 | -5 | 7 | 41* | -7
- CCCCOCCCNC(=O)C[C@@H]1C[C@@]2(C(=O)OC)CCCCC=C2N(Cc2ccc(Cl)cc2Cl)C1=O
 : -4 | · | -2 | 0 | -1.3 | -3 | -4 | -4 | 6 | -7
- COc1ccccc1OCCC(=O)OCC(=O)Nc1ccc2c(c1)OCCO2
 : -6 | 3 | 7 | -1 | -0.1 | 2 | 6 | 3 | 2 | 2
- CC(CNC(=O)c1ccc(OC2CCN(Cc3ccccn3)CC2)cc1)Oc1cccnc1 (stereo unspecified)
 : 10 | -1 | -1 | -4 | -2.0 | 3 | 8 | 8 | -7 | -1
- O=C(Nc1ccccc1C(F)(F)F)c1c(F)cccc1Cl
 : 0 | 3 | 8 | -3 | 0.5 | -4 | -6 | 8 | -2 | 4
- NS(=O)(=O)c1cccc(NC(=O)CSc2nnc(NC3CC3)s2)c1
 : -5 | -3 | -7 | 1 | 1.2 | 0 | 0 | 6 | 2 | 2
- CN(C)C(CNC(=O)c1cccc(S(=O)(=O)Nc2ccc(SC(F)F)cc2)c1)c1ccccc1 (stereo unspecified)
 : -3 | -2 | -4 | 44* | 0.5 | -9 | -9 | -9 | 20 | 1
- Cc1ccc(NC(=S)c2ccc(N(C)C)cc2)cc1
 : -3 | 5 | 17* | 1 | -7.8 | -2 | 8 | 6 | 3 | 4
- COc1cccc(CN(C)CC(=O)NNC(=O)c2ccc(Cl)cc2)c1
 : -6 | -7 | 0 | -5 | -2.5 | 2 | 3 | -3 | -2 | -3
- NC(=O)C1CCN(c2nc(C3CC3)nc3c2nnn3Cc2ccccc2)CC1
 : -5 | -3 | 5 | -3 | 1.2 | 4 | -1 | 2 | -2 | 5

Records above that bear a hit mark in PRMT1 inh:
Compound	Rev-erbA mod	HTRA1 inhibitor	SIAE inh	PRMT1 inh	PG9 Ab binder	LEDGF integ inh	TCR CD3 inh	TDP2 inh	mABHD4 FP
CN(C)C(CNC(=O)c1cccc(S(=O)(=O)Nc2ccc(SC(F)F)cc2)c1)c1ccccc1 (stereo unspecified)	-3	-2	-4	44*	0.5	-9	-9	-9	1

Screening data (PubChem BioAssay)
